Mcl1 Bid PPI: Mcl-1/Bid interaction inhibition; inhibition, % at 21.7 µM; 220,000 tested, 0.97% active; TR-FRET Mcl-1/Bid-Dy647 peptide binding, 1536-well;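 active = compounds that cut the binding signal by more than half at the single screening dose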;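 note: His-tagged Mcl-1 with europium anti-His antibody binding Bid BH3 peptide; 0% = Mcl-1 plus peptide wells and 100% = peptide-only wells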
Mcl1 Noxa PPI: disrupts binding of human Mcl-1 to Noxa peptide; Q07820; TR-FRET Mcl-1/Noxa peptide binding, 2 h; inhibition, % at 21.7 µM; 220,000 tested, 1.5% active; AID 1022;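 active = compounds that cut the protein-peptide binding signal by more than 50% relative to plate controls in a single-dose test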;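 note: His-tagged Mcl-1 with rhodamine Noxa BH3 peptide and terbium anti-His antibody; 0% = Mcl-1 plus Noxa peptide wells and 100% = peptide-only wells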
GSH fluor: GSH bead compound fluorescence profile | GSH beads flow cytometry, compound fluorescence 488/530 nm; active compounds read high | fluorescence (KMESF) at 10 µM | 190,000 tested, 0.25% active | AID 1776; in the data active = fluorescence above about 89;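 note: glutathione beads carrying GST-tagged Bcl family fusion proteins plus one bare bead set; values are compound well signal with DMSO vehicle wells as background; inactives centre near 16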
RGS4-Gao reg: modulates binding of RGS4 to human Galphao. 220,000 tested, 0.33% active. AID 1415. binding response (% of control), % at 10 µM. P09471. Multiplexed bead flow cytometry; actives lie on both sides; in the data active = binding response below about 49% or above about 150%; inactive = in between;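 note: fluorescent Galphao activated with aluminum fluoride binding bead-coupled RGS4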
ABCB1 block: blocks JC-1 efflux by human ABCB1 transporter; P08183; CCRF-Adr cells, flow cytometry; inhibition, % at 6.6 µM; 190,000 tested, 0.067% active; in the data active = inhibition above about 40%;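 note: 0% = vehicle and 100% = reference inhibitor; higher value means more JC-1 retained so stronger ABCB1 efflux block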
Mcl-1 Bim block: disrupts Bim peptide binding to human Mcl-1. Q07820. Bead-based flow cytometry, Bim peptide-Mcl-1 binding. inhibition, % at 10 µM. 190,000 tested, 0.1% active. AID 1009; in the data active = inhibition above about 40%;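 note: 0% = no compound tracer wells and 100% = peptide blocker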
Pf gamet viab: P. falciparum stage V gametocyte viability inhibition | inhibition, % at 10.9 µM | 150,000 tested, 0.065% active | P. falciparum stage V gametocytes, ATP luminescence, 24 h;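 active = inhibition above the mean plus 3 SD of compounds within the control limits, set per campaign, cut at about 38% in these data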;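 note: 0% = DMSO wells and 100% = medium only without gametocytes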
ABCG2 inh: blocks JC-1 efflux by human ABCG2 transporter | Q9UNQ0 | IgMXP3 cells, flow cytometry | inhibition, % at 6.6 µM | 190,000 tested, 0.1% active;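 active = inhibition above 80%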;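 note: 0% = DMSO and 100% = nicardipine control wells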
Target sequence (Q9UNQ0 whole entry, looked up): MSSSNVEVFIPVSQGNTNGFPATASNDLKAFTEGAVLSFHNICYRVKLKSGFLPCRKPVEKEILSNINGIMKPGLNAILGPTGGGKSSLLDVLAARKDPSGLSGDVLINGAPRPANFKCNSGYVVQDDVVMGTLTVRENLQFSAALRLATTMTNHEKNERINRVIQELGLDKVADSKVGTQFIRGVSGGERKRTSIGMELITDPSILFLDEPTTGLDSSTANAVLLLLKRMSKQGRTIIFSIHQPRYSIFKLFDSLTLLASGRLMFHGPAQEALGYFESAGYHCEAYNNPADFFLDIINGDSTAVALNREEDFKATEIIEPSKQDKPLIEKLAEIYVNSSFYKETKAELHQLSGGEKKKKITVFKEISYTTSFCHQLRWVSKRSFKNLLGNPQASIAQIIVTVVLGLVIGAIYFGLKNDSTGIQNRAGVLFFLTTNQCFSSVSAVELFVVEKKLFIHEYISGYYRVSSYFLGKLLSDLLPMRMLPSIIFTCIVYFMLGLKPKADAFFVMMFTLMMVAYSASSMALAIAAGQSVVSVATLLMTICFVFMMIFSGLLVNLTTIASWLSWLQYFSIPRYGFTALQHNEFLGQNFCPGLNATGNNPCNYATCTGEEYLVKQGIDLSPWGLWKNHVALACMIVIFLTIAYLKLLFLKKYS
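Assay system – ABCG2 IgMXP3 and barcoded ABCB1 CCRF-Adr cell mix · Input – 3 million cells/mL in well · Reagent – JC-1 fluorescent substrate · Compound – single test compound dose, 6.6 µM final · Timing – 10 min exposure at 25 °C with rotation, no wash · Detection – flow cytometry of retained JC-1 fluorescence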
Avidin bead fluor: compound fluoresces at 488/530 nm on avidin beads | compound fluorescence 488/530 nm, flow cytometry; active compounds read high | fluorescence (KMESF) at 10 µM | 220,000 tested, 0.38% active | AID 1775; in the data active = fluorescence above about 47; note: inactives centre near 10
RGS8-Gao reg: human RGS8-Galphao interaction regulation; multiplexed bead flow cytometry, RGS8-Galphao binding; actives lie on both sides; 220,000 tested, 0.34% active; P09471; response (percent of control binding), % at 10 µM; in the data active = response below about 60% or above about 140%; inactive = in between;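 note: Galphao activated as the GDP aluminium fluoride complex binding bead-coupled RGS8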
RGS7-Gao: modulates binding of RGS7 to human Galphao | P09471 | Multiplexed bead flow cytometry; actives lie on both sides | binding response (% of control), % at 10 µM | 220,000 tested, 0.35% active; in the data active = binding response below about 49% or above about 150%; inconclusive = no clear call, values can overlap the other calls; inactive = in between;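 note: fluorescent Galphao held in activated GDP-AlF4 state binding bead-coupled RGS7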
Active calls of the source: *; ? = inconclusive; nt = no result given; & = joins results of further samples; [ ] = another dose, or the depositor's remark.

SMILES	Mcl1 Bid PPI	Mcl1 Noxa PPI	GSH fluor	RGS4-Gao reg	ABCB1 block	Mcl-1 Bim block	Pf gamet viab	ABCG2 inh	Avidin bead fluor	RGS8-Gao reg	RGS7-Gao
COc1cc(/C=N/NC(=O)c2c(-c3ccccc3)noc2C)ccc1O	-26	7	33	102	0.3	-3	-12	9	15	101	101
CCc1cc(C(N)=O)c(NC(=O)c2ccc(OC)cc2)s1	-37	20	4	98	-0.4	1	4	-3	2	101	97
COc1ccc(C(=O)NCCNc2ccccc2[N+](=O)[O-])cc1	-29	12	17	95	0.9	-2	-13	16	9	99	?
O=C(Cc1cccs1)Nc1nc(-c2cccnc2)cs1	-63	72*	nt	101	nt	nt	4	nt	3	102	?
CCOc1ccccc1NC(=O)CNS(=O)(=O)c1ccc2nc(C)sc2c1	0	-7	16	88	0.3	-4	7	5	10	94	102
Cc1ccc(C)c(OCC(=O)N/N=C\c2cccn2C)c1	-17	44	10	103	0.2	0	-40	22	14	102	105
CCSc1nnc(NC(=O)Cc2cc(OC)c(OC)c(OC)c2)s1	4	-2	16	102	1.1	-3	nt	11	7	100	103
Cc1ccc(NC(=O)C2C3/C=C\CCCCC32)cc1C (stereo unspecified)	-23	-11	17	104	0.1	-3	4	3	10	103	105
CCOC(=O)Cc1csc(NC(=O)/C=C/c2ccc(Br)o2)n1	-6	1	nt	95	nt	nt	7	nt	10	96	?
CN1C(=O)C2(c3ccccc31)N(C)CC(c1ccccn1)C21SC(=S)N(Cc2ccco2)C1=O (stereo unspecified)	-20	19	30	94	-3.3	0	nt	-4	12	99	95
Cc1ccc(-c2nn3c(C)nnc3s2)cc1N	-21	5	11	102	0.1	-4	20	5	19	103	102
Cc1ccc[n+](CC(=O)N2CCCCC2)c1C	-68	9	nt	100	nt	nt	-18	nt	7	100	?
Cc1ccc(S(=O)(=O)N2CCCC2)cc1C(=O)O	-18	-3	4	105	0.0	3	-3	0	7	103	102
Cc1cccc(C(=O)NC(=S)Nc2ccc(N3CCOCC3)cc2)c1	-71	10	12	95	nt	-6	-6	5	2	78	97
COC(=O)c1ccccc1NC(=O)CSc1ccc(C)cc1	7	8	20	98	1.1	-3	18	11	4	80	94
O=C(CC1SC(=Nc2ccc3c(c2)OCCO3)NC1=O)Nc1ccc(F)cc1F (stereo unspecified)	-19	-9	nt	106	nt	nt	2	nt	6	105	?
COc1cc(CCC(C)=O)ccc1OC(=O)c1c(F)cccc1Cl	-10	12	nt	97	nt	nt	37	nt	6	100	?
COc1ccc(-n2c(=O)c3c4c(sc3n(Cc3cccc(F)c3)c2=O)CN(C(C)=O)CC4)c(OC)c1	-2	-18	12	98	11	-2	nt	11	10	101	100
O=C(NC1CCCC1)C(c1ccccn1)N(C(=O)c1csnn1)C1CCCCC1 (stereo unspecified)	-8	-4	83	104	0.2	5	nt	0	5	101	102
Cc1ccc(N(Cc2ccccc2F)S(C)(=O)=O)c(C)c1	8	1	10	98	-0.7	-1	-4	6	10	99	90
O=C(Nc1nc(-c2ccccn2)cs1)c1ccccc1-n1cnnn1	-45	-42	nt	103	nt	nt	-28	nt	6	95	?
O=C(NCC(=O)N(c1ccccc1)C(C(=O)NC1CCCC1)c1cccnc1)c1ccco1 (stereo unspecified)	-9	-18	31	101	0.5	-4	nt	2	8	103	101
Cc1ccc(S(=O)(=O)Nc2cc(NC(=O)CN3CCOCC3)ccc2Cl)cc1	6	15	13	102	-0.1	0	7	1	7	102	101
COc1ccc(Oc2nnc(-c3ccccc3)cc2C#N)cc1	-1	-4	33	100	0.1	-4	18	9	11	98	98
Cc1ccc(CN=c2c([N+](=O)[O-])nn(-c3cccc(C)c3)n2O)cc1	-20	-8	18	95	0.4	-2	-16	9	13	100	?

Quoted at random: 7 compounds from above.
SMILES	Mcl1 Bid PPI	Mcl1 Noxa PPI	GSH fluor	RGS4-Gao reg	ABCB1 block	Mcl-1 Bim block	Pf gamet viab	ABCG2 inh	Avidin bead fluor	RGS8-Gao reg	RGS7-Gao
Cc1ccc[n+](CC(=O)N2CCCCC2)c1C	-68	9	nt	100	nt	nt	-18	nt	7	100	?
COc1cc(/C=N/NC(=O)c2c(-c3ccccc3)noc2C)ccc1O	-26	7	33	102	0.3	-3	-12	9	15	101	101
Cc1ccc(S(=O)(=O)N2CCCC2)cc1C(=O)O	-18	-3	4	105	0.0	3	-3	0	7	103	102
Cc1ccc(-c2nn3c(C)nnc3s2)cc1N	-21	5	11	102	0.1	-4	20	5	19	103	102
COc1ccc(-n2c(=O)c3c4c(sc3n(Cc3cccc(F)c3)c2=O)CN(C(C)=O)CC4)c(OC)c1	-2	-18	12	98	11	-2	nt	11	10	101	100
COc1ccc(C(=O)NCCNc2ccccc2[N+](=O)[O-])cc1	-29	12	17	95	0.9	-2	-13	16	9	99	?
Cc1ccc(S(=O)(=O)Nc2cc(NC(=O)CN3CCOCC3)ccc2Cl)cc1	6	15	13	102	-0.1	0	7	1	7	102	101

Next section.
SMILES	Mcl1 Bid PPI	Mcl1 Noxa PPI	GSH fluor	RGS4-Gao reg	ABCB1 block	Mcl-1 Bim block	Pf gamet viab	ABCG2 inh	Avidin bead fluor	RGS8-Gao reg	RGS7-Gao
CC1(C)Cc2ccccc2-c2nnc(-c3ccc(O)cc3)n21	17	nt	33	100	0.8	-4	16	4	10	100	101
O=c1c2c(nc3cc(-c4ccc(F)cc4)[nH]n13)CCC2	-30	26	9	100	-0.6	2	nt	0	2	101	99
CN(C)S(=O)(=O)N(CC(=O)Nc1ccccc1C(F)(F)F)c1ccccc1	-10	-18	nt	98	0.3	38	nt	2	9	100	97
C/C(=N\OC(=O)c1c(-c2c(F)cccc2Cl)noc1C)c1nccs1	-12	-2	11	102	-1.3	-1	-16	-3	2	101	100
COC(=O)c1ccc2c(=O)n(CCCCCC(=O)N3CCN(c4ccc(F)cc4)CC3)c(=O)[nH]c2c1	-9	14	34	100	1.0	5	9	2	7	101	104
CCn1cc(SCC(=O)N2CCc3ccccc32)c2ccccc21	-24	4	18	98	-2.2	-1	nt	-5	5	100	100
Cc1cc(C)n(-c2nc(-c3ccc(Cl)cc3)cs2)n1	-27	7	16	101	0.2	4	5	2	8	101	99
Nc1cc(N2CCCC2)c(Cl)cc1[N+](=O)[O-]	-44	25	19	102	0.6	0	nt	5	25	107	98
COc1ccc(-c2nnc(Nc3nc4c(OC)cccc4s3)o2)cc1	56*	57*	12	95	-0.8	-3	nt	-7	7	103	96
CCOC(=O)N/N=C/c1cn(CCCOc2ccccc2)c2ccccc12	-32	14	11	105	-0.2	-2	nt	10	11	110	100
COc1ccc(C(=O)Nc2ccc(C)c(S(=O)(=O)N3CCCCCC3)c2)cc1	-36	6	14	101	0.4	0	9	33	6	100	104
CC1(C(=O)Nc2c(F)c(F)c(F)c(F)c2F)CC1(Br)Br (stereo unspecified)	-21	-2	nt	109	nt	nt	-2	nt	6	108	?
CCSc1nnc(NC(=O)[C@@H](NC(=O)c2cc(OC)cc(OC)c2)C(C)C)s1	-35	13	12	100	0.0	0	5	0	12	101	?
C#CCOCCOCCOCCNc1nc(OC)nc(N2CCN(C(=O)[C@H](CCCCN)n3cc(C(N)CO)nn3)CC2)n1 (stereo partly specified)	-35	1	nt	100	nt	nt	nt	nt	10	99	?
O=C(CN1CCCCC1)Nc1ccc(S(=O)(=O)NC2CCCCC2)cc1	-16	-4	15	101	-0.2	0	-20	-1	7	102	103
O=C(CC1SC2=NCCN2C1=O)Nc1ccccc1 (stereo unspecified)	-23	22	15	103	-0.3	-3	nt	7	7	104	97
O=C(O)CC(=O)NC12CC3CC(CC(C3)C1)C2	14&-20	13&-12	24&13	96&100	0.6&0.3	0&6	nt	5&2	34&12	97&101	99&101
CCCCC(CC)C(=O)Nc1ncc([N+](=O)[O-])s1 (stereo unspecified)	-4	9	9	103	0.2	-7	0	5	12	104	102
Cc1ccc(NC(=O)Nc2ccccc2CC[N+](=O)[O-])cc1	-3	-8	10	117	-0.2	-2	13	4	21	149*[activator]	118
CN(C)c1ccc(Nc2nc(-c3cccnc3)cs2)cc1	-21	60*	7	81	-0.6	0	nt	-1	17	92	84
CCOC(=O)c1ccc2c(c1)nc(SCC(=O)c1cc3ccccc3o1)n2CC	5	0	18	101	0.7	0	-11	3	36	100	97
O=S(=O)(c1ccc(Br)cc1)N1CCN=C1SCc1cccnc1	-13	-3	19	100	3.7	-4	8	8	6	102	100
N#Cc1cc(C(=O)c2cc(Br)ccc2O)cn(C2CCCCC2)c1=O	-22	12	29	97	-5.9	-3	nt	-2	12	102	98
CCOc1ccc(N2C(N)=NC(N)=NC2(C)C)cc1	-15	1	30	92	0.5	-3	3	7	11	95	90

Given with values under each structure: two of the compounds above
Each structure is followed by: Mcl1 Bid PPI | Mcl1 Noxa PPI | GSH fluor | RGS4-Gao reg | ABCB1 block | Mcl-1 Bim block | Pf gamet viab | ABCG2 inh | Avidin bead fluor | RGS8-Gao reg | RGS7-Gao
O=C(CC1SC2=NCCN2C1=O)Nc1ccccc1 (stereo unspecified)
 : -23 | 22 | 15 | 103 | -0.3 | -3 | nt | 7 | 7 | 104 | 97
O=C(O)CC(=O)NC12CC3CC(CC(C3)C1)C2
 : 14&-20 | 13&-12 | 24&13 | 96&100 | 0.6&0.3 | 0&6 | nt | 5&2 | 34&12 | 97&101 | 99&101
